TcdB inh – TcdB glycohydrolase inhibitors, primary screen, biochemical, single point, plate reader; Toxin B (Clostridioides difficile), P18177; TcdB glycohydrolase enzymatic assay; inhibition, % at 9.99 µM; 350,000 compounds, 0.24% hits; AID 652162, 2013; in the data active means inhibition above about 10%
BH1578 lux ind – inducers of Vibrio cholerae quorum light production without autoinducers, primary screen, BH1578 luxS cqsA deficient, single point | 350,000 compounds, 0.16% hits | AID 588436, 2011 | V. cholerae BH1578 lux reporter, luminescence, 6 h | activation, % at 18.7 µM; in the data active means activation mostly above about 9.7%, no sharp cut-off; further: not every result past the cut was called active; inactives centre near 0; reference of the scale not given here
PfHsp40 yeast – rescue of yeast from PfHsp40 toxicity, primary screen, S. cerevisiae, ATP luminescence | AID 504582, 2011 | growth rescue, % at 12.5 µM | S. cerevisiae expressing PfHsp40, growth rescue | 340,000 compounds, 0.68% hits; in the data active means growth rescue above about 28%, passing the limit was not always enough;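 further: yeast W303a lacking pdr1 and pdr3 grown in galactose medium; growth measured after three days at 30 °C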
3CLpro inhibitor – SARS-CoV 3CLpro protease inhibitors, primary screen, biochemical, quenched FRET. recombinant SARS-CoV 3CLpro, quenched FRET peptide cleavage. AID 1706, 2009. Replicase polyprotein 1ab (Severe acute respiratory syndrome coronavirus), P0C6X7. inhibition, % at 6 µM. 290,000 compounds, 0.14% hits; in the data active means inhibition above about 12%
VHR inh abs – VHR1 phosphatase inhibitors, primary screen, biochemical, absorbance, uHTS | Dual specificity protein phosphatase 3 (Homo sapiens), P51452 | recombinant VHR phosphatase, pNPP absorbance | inhibition, % at 13.3 µM | 290,000 compounds, 0.52% hits; in the data active means inhibition above about 50%; further: some compounds called inactive have numbers as strong as hits
Target sequence (P51452 whole entry, looked up): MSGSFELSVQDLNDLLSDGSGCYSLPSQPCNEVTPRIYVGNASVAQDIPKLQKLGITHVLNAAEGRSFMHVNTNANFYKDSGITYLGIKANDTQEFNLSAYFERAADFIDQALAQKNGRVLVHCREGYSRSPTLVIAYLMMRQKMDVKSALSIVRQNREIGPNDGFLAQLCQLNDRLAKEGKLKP
SSB-PriA inh – inhibitors of Klebsiella pneumoniae PriA binding to SSB C-terminal tail, primary screen, biochemical, AlphaScreen. PriA–SSB C-terminal tail interaction (Klebsiella pneumoniae). AlphaScreen SSBct-PriA binding, biotinylated peptide. inhibition, % at 33 µM. 430,000 compounds, 0.6% hits; in the data active means inhibition mostly above about 37%, no sharp cut-off; inactive means mostly below about 20%;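 further: plate controls were negative control peptide for no effect and reference peptide for full effect; strong numbers were not always called active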
Anthrax LF inh2 – Bacillus anthracis LF protease inhibitors, primary screen, biochemical, multiplex microsphere, MLPCN library | multiplex microsphere protease cleavage assay | AID 588501, 2011 | inhibition, % at 10 µM | 360,000 compounds, 0.12% hits | Lethal factor (Bacillus anthracis), P15917; in the data active means inhibition above about 30%; further: plate controls were buffer without enzyme for full effect and enzyme alone for no effect
Rv3671c protease – Rv3671c serine protease inhibitors, primary screen, biochemical, fluorescence polarization, M. tuberculosis H37Rv | 320,000 compounds, 0.048% hits | AID 2606, 2010 | inhibition, % at 5.96 µM | P9WHR9; in the data active means inhibition above about 38%;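 further: extracellular domain of Rv3671c used as enzyme; 0% = enzyme with DMSO and 100% = no enzyme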
Target sequence (P9WHR9 whole entry, looked up, the tested form may be a part): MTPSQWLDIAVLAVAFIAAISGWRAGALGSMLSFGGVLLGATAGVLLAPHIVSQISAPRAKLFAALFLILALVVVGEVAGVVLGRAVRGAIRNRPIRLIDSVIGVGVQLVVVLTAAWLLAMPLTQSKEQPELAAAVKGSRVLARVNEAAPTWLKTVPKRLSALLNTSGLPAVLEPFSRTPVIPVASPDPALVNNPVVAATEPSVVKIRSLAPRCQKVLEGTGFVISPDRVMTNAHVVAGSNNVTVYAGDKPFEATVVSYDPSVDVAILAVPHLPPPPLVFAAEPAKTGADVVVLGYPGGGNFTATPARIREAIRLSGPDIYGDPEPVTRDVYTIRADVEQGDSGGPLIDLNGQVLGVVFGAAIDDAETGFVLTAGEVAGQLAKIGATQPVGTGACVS
Y pestis TopoI – Yersinia pestis topoisomerase I inhibitors, primary screen, biochemical, cleavage product accumulation, plate reader, single point. DNA topoisomerase I (Yersinia pestis CO92). Y. pestis Topo-I cleavage product accumulation. activity, % at 10 µM. 360,000 compounds, 0.064% hits. AID 504884, 2011; in the data active means activity above about 50%, passing the limit was not always enough; further: inactives centre near 2
MazF activator – activators of E. coli MazEF toxin-antitoxin RNase, primary screen, biochemical, fluorescence, uHTS; FAM/BHQ RNA-DNA oligo cleavage fluorescence, 5 h; activation, % at 20 µM; 350,000 compounds, 0.32% hits; in the data active means activation above about 50%
Target sequence (P0AE70 whole entry, looked up): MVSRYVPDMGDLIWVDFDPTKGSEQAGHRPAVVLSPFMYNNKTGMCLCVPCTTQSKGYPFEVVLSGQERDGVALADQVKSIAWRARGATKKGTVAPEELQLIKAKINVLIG
* marks the source's active call; other numbers are inactive results; i = inactive; / = no result given; & = joins results of further samples.

SMILES	TcdB inh	BH1578 lux ind	PfHsp40 yeast	3CLpro inhibitor	VHR inh abs	SSB-PriA inh	Anthrax LF inh2	Rv3671c protease	Y pestis TopoI	MazF activator
COc1cc(C(=O)N(CCN(C)C)CC2CCCN(Cc3ccccc3F)C2)ccc1C (stereo not drawn)	-0.7	-2.0	2.2	-2	19	-11	-10	4	7	2
COCc1nnc(NC(=O)C2CCN(C(=O)c3ccco3)CC2)s1	2.8	-2.2	-0.2	9	17	4	9	2	10	7
COc1ccc(-n2c(C)cc(/C=C3\C(=N)N4N=C(CC(=O)N5CCOCC5)SC4=NC3=O)c2C)c(OC)c1	1.1	-0.2	-0.7	8	17	8	5	-15	17	7
CCOc1ccc2oc(C(=O)OCC(=O)N3C(C)CCCC3C)c(C)c2c1 (stereo not drawn)	1.4	-0.6	1.2	/	/	2	-5	-9	18	4
CCOc1ccc(N=C2NC(=O)CS2)cc1	-4.1	i	-0.6	0	12	-8	2	9	7	5
CC(=O)N1CCCC(C(=O)c2ccc(Oc3ccccc3)cc2)C1 (stereo not drawn)	6.6	i	0.2	-4	25	-10	-4	8	8	-1
COCCn1c(SCC(=O)Nc2ccc(OC)cc2)nnc1-c1ccoc1C	0.8	-0.2	-1.0	3	-15	-12	4	5	5	11
COc1ccc(CCN2C(=S)N(c3ccc(Cl)cc3)C(=O)C2CC(N)=O)cc1OC (stereo not drawn)	0.7	-0.7	1.2	0	-4	-8	-3	10	-3	-2
O=C(CN1CCN(C(C(=O)Nc2cc(C(F)(F)F)ccc2Cl)c2ccccc2)CC1)NC1CC1 (stereo not drawn)	2.4	i	-0.4	/	/	-1	-7	/	5	1
O=C(Cc1cccc(C(F)(F)F)c1)OCN1C(=O)c2ccccc2C1=O	0.2	-0.4	-0.9	1	-7	-27	2	7	14	3
CCOc1ccc(N2CC(C(=O)Nc3nnc(C4CCCCC4)s3)CC2=O)cc1 (stereo not drawn)	2.1	-1.3	-0.2	-5	3	-10	4	4	9	2
Cc1ccc(-c2nn(-c3ccccc3)cc2C(=O)NCC(c2cccs2)N2CCOCC2)cc1 (stereo not drawn)	2.4	0.0	2.2	/	/	-2	-6	-7	14	-7
N#C/C(=C\c1ccc(OC(=O)c2ccccn2)cc1)C(N)=O	/	-0.2	-1.7	-5	5	69	1	2	1	-5
O=C(N/N=C/c1ccc(Cl)s1)C(O)c1ccccc1 (stereo not drawn)	0.5	0.3	1.5	4	43	/	-13	8	1	14
Cn1c(=NC(=O)c2cnccn2)sc2ccccc21	/	4.4	-0.3	-6	28	-15	-2	-10	2	-3
Cc1cc(OCCCC(=O)Nc2cc(S(=O)(=O)N3CCOCC3)ccc2N2CCOCC2)ccc1Cl	2.3	i	1.0	/	/	-7	-10	/	34	7
O=C(OCc1c(Cl)nc2sccn12)c1cc2c(s1)CCCC2	-0.1	-0.2	-0.6	2	7	-13	-4	2	-6	2
NC(=O)CCC(NS(=O)(=O)c1ccc(Cl)cc1)C(=O)NCc1ccccc1Cl (stereo not drawn)	/	-0.4	-0.9	1	-4	-5	11	1	-3	4
O=C(CSc1nnc2ccccn12)NCc1ccc2c(c1)OCO2	-1.2	i	0.2	2	6	-5&-12	1	-1	-3	2
Cc1ccc(CN(c2ccc(C(=O)NCC3CCCO3)cc2)S(C)(=O)=O)cc1 (stereo not drawn)	-0.2	-0.4	0.6	4	6	0	-2	3	2	3
CC(=O)c1cccc(NC(=O)CN(C)S(=O)(=O)c2ccc3c(c2)CC(C)N3C(C)=O)c1 (stereo not drawn)	-7.5	-0.5	-1.8	2	7	-7	2	-1	0	6
CSc1ccccc1NC(=O)Nc1cccc(F)c1	2.3	-0.3	3.1	2	5	-19	1	1	5	8
CCC1Nc2ncnc(N3CCCCC3)c2N(Cc2ccccc2)C1=O (stereo not drawn)	-0.5	i	-0.3	/	/	12	-6	2	9	-2
COc1ccccc1-c1nc(SCC(=O)N2CCOCC2)n[nH]1	0.3	i	-0.6	1	10	-10	10	5	4	1
COC(=O)c1ccc(NC(=O)CCN2CCOCC2)cc1	0.1	i	-0.7	-5	18	3	2	-1	5	9
Cc1ccc(C)c2[nH]c(=O)c(CN(CCN3CCOCC3)Cc3nnnn3CC3CCCO3)cc12 (stereo not drawn)	/	-4.0	0.2	-2	8	-4	-3	8	-1	-4
Cc1cccc(OCC(O)Cn2ccnc2C)c1 (stereo not drawn)	-7.0	-0.1	-1.2	-2	12	-7	7	5	66*	4
CCOc1ccc(N(CC(=O)NC2CC3CCC2C3)S(=O)(=O)c2ccccc2)cc1 (stereo not drawn)	2.1	-0.7	2.9	1	7	-9	-2	6	19	6
O=c1oc2ccccc2c(Nc2ccccc2O)c1[N+](=O)[O-]	0.1	i	0.6	-3	6	0	-6	0	-3	-19
CC(C)CN1CCC(=O)N(CCO)CC1	/	i	-1.7	-5	36	-24	-3	-13	-4	-10
O=C(c1cccc(NS(=O)(=O)c2ccc(F)c(F)c2)c1)N1CCN(Cc2ccccc2)CC1	/	-0.3	-1.5	-2	10	-12	3	-5	26	-1
Cc1cc(NC(=O)c2ccc(Cl)cc2Cl)n(CCC#N)n1	1.6	i	1.2	-2	7	5	0	-4	3	4
FC(F)Sc1ccc(-n2cc(-c3ccccc3)[n+]3c2CCC3)cc1	/	-0.7	-1.7	-2	8	-18	1	-11	3	13
COc1ccc(-n2nc(C(=O)NCC(=O)N3CCN(c4ccccc4)CC3)c3ccccc3c2=O)c(OC)c1	0.5	-0.5	1.0	4	14	-8	-3	10	1	8
CC1(C(=O)O)CCCN(C(=O)c2ccc(OC(F)F)cc2)C1 (stereo not drawn)	1.0	-0.7	/	/	/	/	-4	/	14	/
Oc1c(C(c2ccccc2Cl)N2CCCC2)ccc2cccnc12 (stereo not drawn)	0.7	i	-1.2	5	17	79	3	8	-2	1
Nc1ccccc1Cl	-1.1	-0.4	-0.2	/	/	3	-11	-5	6	4
CCC(Sc1nc2ccccc2c(=O)[nH]1)C(=O)O (stereo not drawn)	/	-0.4	0.2	-2	2	-11	1	-1	-4	-7
CCS(=O)(=O)c1nc(S(=O)(=O)c2ccc(C)cc2)c(N2CCCCCC2)s1	0.7	i	/	/	/	/	2	/	32	5
COc1cc(NC(=O)CCC(=O)Nc2ccc3nc(N4CCOCC4)cc(C)c3c2)cc(OC)c1OC	1.8	-0.3	0.0	-5	16	-2	-17	-7	12	3
Cc1nc2ccccc2nc1CSc1nncs1	/	-0.4	0.1	1	8	-17	12	-6	-6	6
OC1/C(=C/c2ccc(F)cc2)N2CCC1CC2 (stereo not drawn)	0.4	i	-0.2	2	-11	2	1	-1	-6	-14
CC(=O)Oc1ccc(-c2csc(Nc3ccc(S(N)(=O)=O)cc3)n2)cc1	2.1	-0.4	1.5	-2	0	-11	-2	17	-9	10
COc1ccc(OC)c(C2CC(c3ccccc3)=NN2C(=S)Nc2ccccc2)c1 (stereo not drawn)	1.1	-1.5	-0.6	-3	13	1	0	-5	-1	-9
Cc1cccc(NC(=O)CSCc2cc(=O)n3ccsc3n2)c1C	/	-0.2	0.7	4	-17	0	0	3	-1	-2
O=c1[nH]cnc2c1sc(=S)n2-c1ccccc1	/	i	1.8	2	6	-7	-2	-5	-4	10
COc1ccc(N2CCN(C(=O)C3CCN(C(=O)c4ccc([N+](=O)[O-])cc4)CC3)CC2)cc1	2.8	-7.7	2.2	4	14	-1	-2	5	11	4
O=C(Cc1c(F)cccc1Cl)NCCc1c[nH]c2ccccc12	0.9	-0.3	-0.9	-1	18	5	2	2	10	-4
O=C(COc1ccc(Cl)cc1)N1CCN(S(=O)(=O)c2ccc(Cl)cc2)CC1	/	-0.4	1.6	3	28	-6	-1	0	-12	17
COc1ccc(C2C(C(=O)OCC(=O)Nc3ccc(C)cc3)CCC(=O)N2c2ccc(OC)cc2)cc1 (stereo not drawn)	/	i	-0.8	4	20	-11	-11	-3	2	-1
O=C(CSc1ncn[nH]1)N1CCN(c2nnc(-c3ccccc3)c3ccccc23)CC1	/	-0.8	-0.7	1	25	-6	4	-8	15	-5
COc1ccc(-c2cc(C(=O)N3CCCCCC3)c3ccccc3n2)cc1OC	0.4	i	/	/	/	/	-2	/	16	5
O=C(CN1CCCC1)Nc1ccc(NC(=O)Nc2ccccc2)cc1	/	i	-1.3	0	10	-6	-8	8	-11	2
O=C(N/N=C/c1c(O)ccc2ccccc12)C(=O)N1CCCC1	-16	i	/	/	/	/	0	/	2	-37
COCCCn1cc(C(=O)c2cc(OC)ccc2OCC(=O)N2CCCCC2C)cc(C#N)c1=O (stereo not drawn)	-0.5	-0.2	-0.6	-4	7	-7	1	0	18	4
COc1ccccc1CNC(=O)CCn1c(=O)sc2ccccc21	/	i	3.0	-5	47	-7	-3	-5	-8	-6
O=C1CC(c2ccc(OCCCCCOc3ccc(C4CC(=O)NC4=O)cc3)cc2)C(=O)N1 (stereo not drawn)	-1.5	-0.1	-0.7	4	16	-9	1	-10	-5	1
CC(C)Sc1nc(SCC(=O)NCc2ccco2)c2c3c(sc2n1)COC(C)(C)C3	/	i	-0.7	5	5	-6	-3	-8	26	-7
COc1c(C)cc(C(O)c2ncc(-c3ccc4ccccc4c3)[nH]2)cc1C (stereo not drawn)	-0.4	-0.4	/	/	/	/	-3	/	6	/
CCCCCOC(=O)C1=C(C)NC(=O)NC1c1ccc([N+](=O)[O-])cc1 (stereo not drawn)	1.1	-0.1	-0.2	7	8	-10	5	9	-5	16
Remaining list, next part
SMILES	TcdB inh	BH1578 lux ind	PfHsp40 yeast	3CLpro inhibitor	VHR inh abs	SSB-PriA inh	Anthrax LF inh2	Rv3671c protease	Y pestis TopoI	MazF activator
O=C(N=Nc1c(O)[nH]c2ccc(Cl)cc12)c1cc(-c2cccs2)nc2ccccc12	/	-2.4	0.1	-2	5	3	-3	-11	-9	-14
COC(=O)N1CN(C(=O)OC)CN(C(=O)OC)C1	/	-1.7	0.4	-3	6	-9	-1	10	-4	-3
COc1ccc(S(=O)(=O)Nc2cccc(C)n2)c2ccccc12	/	5.7	-0.4	-1	0	-5	-2	3	-8	-1
CC1(C)CC(=O)c2cc(OCC(=O)NCCN3CCCc4ccccc43)ccc2O1	/	-1.4	1.4	-3	11	1	-6	6	17	3

The list is partial. The share of hits here may be higher or lower than overall.
